High-throughput results from PubChem BioAssay.
West Nile virus CPE: West Nile virus antiviral activity, cell-based, CPE readout (AID 1621) | West Nile virus-infected cells, CPE inhibition; higher % means a stronger effect | 0.02% of 290,000 active | CPE inhibition, % at 10 µM; hits with a dose series show IC50 in µM; in the data active means a potency from the dose series; further: strong numbers were not always called active
AID2073: disruptors of CaV2.2 binding to Mint1 – biochemical, HTRF (AID 2073); HTRF protein-protein interaction, Mint1-CaV2.2; higher % means a stronger effect; one-dose inhibition, % at 20 µM; IC50 in µM for titrated hits; 0.19% of 290,000 active; in the data active means inhibition mostly above about 51%, no sharp cut-off; further: some results filed as inactive read as strong as hits
Yfh1-depleted yeast: mitochondrial function rescue without frataxin homolog – Friedreich's ataxia, plus single-dose screen, dose response (AID 1465). S. cerevisiae Yfh1-off respiration, WST-1 reduction, 72 h; higher fold induction means a stronger effect. fold induction at 50 µM; hits with a dose series show EC50 in µM. 0.074% of 220,000 active;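 active means fold induction of absorbance versus untreated yeast above a set limit, then at least 30% activation at any dose in follow-up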;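 further: activators that raise dye reduction in frataxin-depleted yeast; strong numbers were not always called active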
NOD1 inhibition: NOD1 signaling inhibitors, primary screen, cell-based, luminescence, uHTS (AID 1578). inhibition, % at 4 µM; hits with a dose series show EC50 in µM. NOD1-driven NF-kB luciferase reporter cells, luminescence; higher % means a stronger effect. 1% of 290,000 active; in the data active means inhibition mostly above about 36%, no sharp cut-off; inactive means mostly below about 34%;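 further: HEK-293T reporter cells stimulated with the NOD1 agonist gamma-tri-DAP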
NOD2 inhibition: inhibition of NOD2-driven NF-kB reporter – cell-based, luminescence, uHTS, HEK293 (AID 1566) | one-dose inhibition, % at 4 µM; EC50 in µM for titrated hits | 0.63% of 290,000 active | HEK293 NOD2/NF-kB luciferase reporter, luminescence; higher % means a stronger effect; further: many of its hits are not listed in these tables
KOR beta-arrestin-1: KOR antagonists, beta-arrestin recruitment, cell-based, luminescence, uHTS (AID 1778). KOR beta-arrestin recruitment, luminescence, antagonist mode; higher % means a stronger effect. inhibition, % at 10 µM; hits with a dose series show IC50 in µM. 0.091% of 290,000 active; further: strong numbers were not always called active
HIV peptide binding: cell-free HIV fusion peptide-binding blockers – biochemical, uHTS, fluorescence dequenching, primary screen (AID 1986); inhibition, % at 20 µM, or IC50 in µM where a hit was titrated; 0.3% of 290,000 active; cell-free peptide binding, fluorescence dequenching, 30 min; higher % means a stronger effect; in the data active means inhibition mostly above about 52%, no sharp cut-off; inactive means mostly below about 76%; further: some results filed as inactive read as strong as hits
KOR beta-arrestin-2: KOR agonists, beta-arrestin recruitment, primary screen, cell-based, luminescence, uHTS (AID 1777); KOR beta-arrestin recruitment, luminescence; higher % means a stronger effect; activation, % at 10 µM; hits with a dose series show EC50 in µM; 0.02% of 280,000 active; in the data active means activation above about 50%, passing the limit was not always enough; further: a part of the inactive calls stands beside numbers as strong as those of hits
NS5 inhibitors: Dengue-2 NS5 methyltransferase inhibitors, primary screen, biochemical, confirmation dose response (AID 588689); 0.3% of 340,000 active; inhibition, % at 25 µM, or IC50 in µM where a hit was titrated; Dengue-2 NS5 methyltransferase capping enzyme assay, biochemical; higher % means a stronger effect; in the data active means a potency from the dose series
NS5 inhibitors pilot replicate: also measured in NS5 inhibitors; calls as there; inhibition, %; measured here: pilot screen replicate inhibition
* = called active by the depositor; i = inactive; · = no result given; [ ] = another dose, or the depositor's remark. Unless noted, no stated cut-off is given here; in the data, active means inhibition above about 50%; inactive means the rest.

SMILES | West Nile virus CPE | AID2073 | Yfh1-depleted yeast | NOD1 inhibition | NOD2 inhibition | KOR beta-arrestin-1 | HIV peptide binding | KOR beta-arrestin-2 | NS5 inhibitors | others
Cc1cc(C)cc(NC(=O)C(NCCN2CCOCC2)c2ccccc2)c1 (configuration not stated) | -0.7% | -2% | i | -37% | 25% | -19% | 3.0% | -4.8% | 0%
O=C(CSc1n[nH]c(-c2ccc(Cl)cc2Cl)n1)Nc1ccccn1 | · | -5% | · | 15% | 7% | 12% | 2.3% | -0.8% | -1%
CCn1c(Cc2ccccc2)nnc1SCC(=O)Nc1nnc(-c2ccccc2)s1 | 0.5% | 2% | i | -22% | -19% | 1% | 5.6% | 2.4% | -1%
O=C(NCc1ccncc1)c1cc(C(=O)C2CC2)c[nH]1 | 0.4% | -4% | i | -16% | 10% | 16% | -2.8% | -6.6% | -8%
C/C(=N\NC(=O)c1cc2c(s1)CCC(C)C2)c1ccncc1 (configuration not stated) | -0.6% | 5% | i | -22% | 8% | 6% | -4.0% | -4.3% | 3%
COC(=O)c1cn(-c2cccc(C)n2)cn1 | 0.0% | -2% | i | -46% | -5% | -3% | 0.3% | -2.9% | -5%
CC(C)Oc1nc(-c2ccccc2Cl)nc2ccccc12 | -0.3% | 1% | i | -11% | 11% | -9% | 1.1% | 0.8% | 2%
NC(N)=NN=C1CCC(c2ccccc2)CC1 (configuration not stated) | 0.1% | 5% | · | -8% | -19% | 4% | -2.0% | -3.4% | 4%
COc1cccc(NC(=O)CSc2nnc(CNC(=O)c3ccccc3F)o2)c1 | -0.2% | 2% | · | -18% | 2% | -6% | -1.2% | 5.3% | -4%
COc1ccc(N=Cc2[nH]c3ccccc3c2O)cc1 | 0.0% | 60% | i | -32% | -28% | 2% | -1.1% | 3.9% | -68%
COc1ccc(C(=O)CC(=O)C(=O)Nc2cccc(F)c2)cc1 | 0.1% | 0% | · | -3% | 18% | 11% | 5.1% | -2.6% | -3%
COC(=O)c1cccc(NC(=O)Nc2ccc(Cl)cc2)c1 | -0.4% | -8% | i | -6% | -21% | 8% | -0.8% | 3.8% | ·
O=C(Nc1cccc(F)c1)NC1(C(=O)N2CCC(O)CC2)CCCCC1 | 1.4% | 24% | · | 13% | -20% | 0% | 2.3% | 2.1% | -7%
COc1ccccc1N1CCN(Cc2nc3ccccc3[nH]2)CC1 | -0.4% | -2% | · | 28% | -20% | -35% | -2.5% | 0.5% | 5%
CN(C)c1ccc(NC(=O)COC(=O)Cn2nnc3ccccc32)cc1 | 1.4% | -17% | i | -20% | 6% | 11% | -1.0% | -1.2% | 1%
C=CCc1ccc(OCCCCN2CCC(C)CC2)c(OC)c1 | -1.0% | -5% | i | -22% | 8% | -14% | -0.3% | 6.1% | -7%
O=C(Nc1ccc(N2CCOCC2)cc1)C1CCN(S(=O)(=O)c2ccccc2F)CC1 | 0.0% | -9% | i | 0% | 5% | 3% | -2.0% | 2.0% | -7%
O=[N+]([O-])c1cc(F)c(N2CCCCC2)cc1N1CCOCC1 | -1.0% | 12% | i | -7% | 8% | 20% | -0.6% | -5.5% | -9%
CC1CN(c2ccccc2)NC1=O (configuration not stated) | 0.3% | -14% | i | -25% | -10% | -4%[20 µM] | -1.0% | -6.9% | -4%
COc1ccc(NC(=O)CN(C)C(=O)CNC(=O)Cc2cccc3ccccc23)cc1 | -0.3% | 6% | · | -20% | -9% | 1% | -1.0% | 0.5% | -2%
COc1ccccc1Nc1ncnc2c1c(C)c(C)n2CCCN(C)C | 1.9% | -5% | · | -5% | 25% | 6% | -0.6% | -6.3% | -2%
CCCNC(=O)C(CC)NS(=O)(=O)c1ccc(OC)cc1 (configuration not stated) | · | 11% | · | -7% | 10% | 15% | 6.6% | -2.8% | -3%
O=C(NC(=S)Nc1ccccc1N1CCCC1)c1cccc(F)c1 | -0.4% | 26% | i | -10% | 0% | -24% | -1.3% | -3.7% | 5%
COCCNC(=O)CCCn1c(=O)c2ccccc2n(Cc2cccc([N+](=O)[O-])c2)c1=O | 0.0% | -2% | i | -7% | 6% | 39% | -1.6% | -1.0% | -1%

6 entries from above, sorted by count of non-hydrogen atoms, lowest first.
SMILES | West Nile virus CPE | AID2073 | Yfh1-depleted yeast | NOD1 inhibition | NOD2 inhibition | KOR beta-arrestin-1 | HIV peptide binding | KOR beta-arrestin-2 | NS5 inhibitors | others
CC1CN(c2ccccc2)NC1=O (configuration not stated) | 0.3% | -14% | i | -25% | -10% | -4%[20 µM] | -1.0% | -6.9% | -4%
O=[N+]([O-])c1cc(F)c(N2CCCCC2)cc1N1CCOCC1 | -1.0% | 12% | i | -7% | 8% | 20% | -0.6% | -5.5% | -9%
O=C(NC(=S)Nc1ccccc1N1CCCC1)c1cccc(F)c1 | -0.4% | 26% | i | -10% | 0% | -24% | -1.3% | -3.7% | 5%
CN(C)c1ccc(NC(=O)COC(=O)Cn2nnc3ccccc32)cc1 | 1.4% | -17% | i | -20% | 6% | 11% | -1.0% | -1.2% | 1%
COc1ccc(NC(=O)CN(C)C(=O)CNC(=O)Cc2cccc3ccccc23)cc1 | -0.3% | 6% | · | -20% | -9% | 1% | -1.0% | 0.5% | -2%
COCCNC(=O)CCCn1c(=O)c2ccccc2n(Cc2cccc([N+](=O)[O-])c2)c1=O | 0.0% | -2% | i | -7% | 6% | 39% | -1.6% | -1.0% | -1%

2 successive records from above:
SMILES | West Nile virus CPE | AID2073 | Yfh1-depleted yeast | NOD1 inhibition | NOD2 inhibition | KOR beta-arrestin-1 | HIV peptide binding | KOR beta-arrestin-2 | NS5 inhibitors | others
O=C(Nc1cccc(F)c1)NC1(C(=O)N2CCC(O)CC2)CCCCC1 | 1.4% | 24% | · | 13% | -20% | 0% | 2.3% | 2.1% | -7%
COc1ccccc1N1CCN(Cc2nc3ccccc3[nH]2)CC1 | -0.4% | -2% | · | 28% | -20% | -35% | -2.5% | 0.5% | 5%

The listing picks up, repeating the three entries before the break.
SMILES | West Nile virus CPE | AID2073 | Yfh1-depleted yeast | NOD1 inhibition | NOD2 inhibition | KOR beta-arrestin-1 | HIV peptide binding | KOR beta-arrestin-2 | NS5 inhibitors | others
CCCNC(=O)C(CC)NS(=O)(=O)c1ccc(OC)cc1 (configuration not stated) | · | 11% | · | -7% | 10% | 15% | 6.6% | -2.8% | -3%
O=C(NC(=S)Nc1ccccc1N1CCCC1)c1cccc(F)c1 | -0.4% | 26% | i | -10% | 0% | -24% | -1.3% | -3.7% | 5%
COCCNC(=O)CCCn1c(=O)c2ccccc2n(Cc2cccc([N+](=O)[O-])c2)c1=O | 0.0% | -2% | i | -7% | 6% | 39% | -1.6% | -1.0% | -1%
COc1ccc(CC(NC(C)=O)C(=O)N2CCN(C(=O)Nc3cccc(Cl)c3)CC2)cc1OC (configuration not stated) | 0.2% | 5% | i | -5% | 9% | 27% | 3.1% | -4.9% | ·
O=C(CSc1ncn[nH]1)N1CCN(S(=O)(=O)c2ccc(Cl)cc2)CC1 | -0.2% | -3% | i | 13% | 8% | -19% | -3.8% | 0.0% | -8%
COc1ccc(NC(=O)C2(c3ccc(NC(=O)c4ccc(OC)c(OC)c4)cc3)CCCC2)cc1 | 0.3% | 15% | i | -11% | -21% | 12% | -0.8% | 11% | -13%
ClC1(Cl)CC1CSc1ncn[nH]1 (configuration not stated) | -0.7% | 8% | i | -4% | 2% | 18% | 0.1% | -6.3% | -2%
Cc1ncc([N+](=O)[O-])n1CCOC(=O)c1ccc(Br)cc1 | 0.1% | -15% | i | -28% | 4% | -20%[20 µM] | -0.7% | · | ·
O=C(NCC1(c2ccccc2)CCOCC1)c1ccc(Br)o1 | -0.2% | 5% | i | 14% | 2% | 5% | 0.0% | 1.6% | -1%
COc1ccccc1-n1cc2c([N+](=O)[O-])cc([N+](=O)[O-])cc2n1 | -1.4% | 7% | · | 6% | -4% | 38% | -2.2% | -3.6% | 22%
O=C1OC(c2ccccc2)=C/C1=C/N1CCOCC1 | 0.8% | 7% | i | -37% | -1% | 2% | 12% | -2.1% | 3%
CCS(=O)(=O)c1nc(S(=O)(=O)c2ccc(Cl)cc2)c(NCCCN2CCCC2=O)s1 | 0.2% | 6% | · | 28% | 5% | -44% | 0.2% | 5.3% | 31%
Cc1cccc(NC(=O)CN2C(=O)N/C(=C\c3ccccc3OCc3ccc(C(=O)O)cc3)C2=O)c1 | 0.3% | -2% | · | 2% | 12% | -18% | 42% | -2.6% | 2%
COc1ccc(-c2cc(C(=O)NCCCN3CCOCC3)no2)cc1 | -0.6% | 10% | · | -27% | 0% | -21% | 0.3% | -3.1% | -4%
CC(=O)c1ccc(NC(=S)N2CCN(CCO)CC2)cc1 | -0.1% | -13% | · | -9% | 4% | -4% | -1.0% | 1.4% | 2%
Cc1cc(OC(=O)c2ccccc2Cl)c([N+](=O)[O-])c(=O)[nH]1 | 0.6% | 4% | · | -7% | -2% | -5%[20 µM] | 1.0% | -2.3% | -3%
Cc1ccc(S(=O)(=O)/C(C#N)=C/c2c(N3CCC(C(N)=O)CC3)nc3ccccn3c2=O)cc1 | -0.1% | 0% | i | -13% | 11% | -13% | -2.4% | -0.2% | -5% | NS5 inhibitors pilot replicate=1.2
CCN(CC)CCN1C(=O)c2oc3ccccc3c(=O)c2C1c1ccc(C)cc1 (configuration not stated) | 0.0% | 0% | i | -25% | 8% | 17% | -0.5% | 3.1% | -6%
COc1ccc2[nH]c(=O)c(CN(C(=O)c3cccnc3)c3ccccc3C)cc2c1 | -0.5% | 8% | i | -2% | 10% | 24% | -1.9% | · | -9%
O=C1C2C3C=CC(C4CC34)C2C(=O)N1/N=C/c1ccc([N+](=O)[O-])o1 (configuration not stated) | -0.7% | 10% | i | 9% | 4% | 14% | 2.3% | -3.4% | -4%
O=C(COC(=O)COc1ccc(Cl)cc1Br)NCc1cccs1 | 0.4% | -5% | i | -7% | 11% | -8% | -0.7% | -1.0% | ·
N#CCCN(C(=O)c1ccco1)c1ccccc1 | 1.6% | -8% | i | -3% | -4% | -23% | -3.0% | 6.2% | 5%
COCCn1c(SCc2ccc(OC)c(F)c2)nnc1-c1ccncc1 | -0.8% | -10% | · | -14% | 5% | -12% | -1.9% | -1.6% | -9%
COc1ccc(N2CCN(CC(=O)Nc3ccc(-n4cnnn4)cc3)CC2)cc1 | -0.3% | 20% | i | -24% | -11% | 3% | -2.0% | -1.3% | -1%
CCN(CC)S(=O)(=O)c1cc(NC(=O)CN2CCN(c3ccccn3)CC2)ccc1C | -1.1% | -3% | i | -14% | 8% | 22% | -1.3% | -4.7% | 2%
COCCSc1ccccc1C(=O)Nc1ccc(Cl)cn1 | 0.1% | 4% | i | -13% | 21% | -8% | 1.8% | -2.9% | -13%
Cc1cccc(N2CCN(C(=O)c3ccccc3NC(=O)C3CCCCC3C(=O)O)CC2)c1 (configuration not stated) | -0.4% | -2% | i | -6% | 25% | 6% | 0.6% | 1.6% | -2%
c1ccc2c(c1)OCC(c1nnc3sc(-c4ccc5c(c4)OCO5)nn13)O2 (configuration not stated) | 0.3% | 33% | i | -73% | -74% | 10% | 1.2% | -6.9% | -2%
Cn1nc2c3cc(F)ccc3n(Cc3ccc(F)cc3)cc-2c1=O | -0.6% | 7% | · | -2% | 17% | 13% | -1.3% | -7.2% | -3%
COc1ccccc1OCC(=O)Nc1ccc(S(=O)(=O)N2CCCCCC2)cc1 | -0.6% | -1% | i | 13% | 4% | 27% | -2.4% | 6.0% | -1%
CC(=O)OC(C(=O)NCc1ccc(F)cc1)c1ccccn1 (configuration not stated) | 0.5% | -7% | i | 3% | -10% | -15% | -1.3% | 4.5% | 5%

This is a subset. The share of hits here may be higher or lower than overall.
